M. tuberculosis GlmU = inhibition of mycobacterial GlmU enzyme – biochemical, glucosamine-1-phosphate acetyltransferase (AID 1376); Bifunctional protein GlmU (Mycobacterium tuberculosis (strain ATCC 25618 / H37Rv)); M. tuberculosis GlmU acetyltransferase enzyme assay; higher % means a stronger effect; inhibition, %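 (tested at 30 µM in the primary screen)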; hits with a dose series show IC50 in µM; 220,000 tested, 0.25% active; in the data active = inhibition above about 13%; inconclusive = no clear call, values can overlap the other calls;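 note: 0% = complete reaction with vehicle and 100% = reaction without substrate; strong numbers were not always called active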
RmlCD inh 1536 = M. tuberculosis RmlC/RmlD coupled enzyme inhibitors, primary screen, biochemical, compound mixtures, 384-well, from 1536-well plates; RmlC+RmlD coupled enzyme assay, percent inhibition; primary screen in compound mixtures; 160,000 tested, 0.03% active; dTDP-4-dehydrorhamnose reductase (Mycobacterium tuberculosis (strain ATCC 25618 / H37Rv)) …; inhibition, % at 3.6 µM; in the data active = inhibition mostly above about 34%, no sharp cut-off; inconclusive = no clear call, values can overlap the other calls; inactive = mostly below about 22%; note: some results filed as inactive read as strong as hits
Target sequence (P9WH09 whole entry, looked up): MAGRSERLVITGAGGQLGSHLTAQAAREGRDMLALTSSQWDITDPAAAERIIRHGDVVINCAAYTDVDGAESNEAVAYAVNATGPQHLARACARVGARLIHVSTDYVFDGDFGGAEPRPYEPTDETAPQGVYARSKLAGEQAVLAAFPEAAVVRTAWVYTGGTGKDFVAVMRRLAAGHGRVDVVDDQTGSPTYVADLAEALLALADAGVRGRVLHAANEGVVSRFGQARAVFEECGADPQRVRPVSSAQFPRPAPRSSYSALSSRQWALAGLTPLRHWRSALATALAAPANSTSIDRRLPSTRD
Target sequence (P9WH11 whole entry, looked up): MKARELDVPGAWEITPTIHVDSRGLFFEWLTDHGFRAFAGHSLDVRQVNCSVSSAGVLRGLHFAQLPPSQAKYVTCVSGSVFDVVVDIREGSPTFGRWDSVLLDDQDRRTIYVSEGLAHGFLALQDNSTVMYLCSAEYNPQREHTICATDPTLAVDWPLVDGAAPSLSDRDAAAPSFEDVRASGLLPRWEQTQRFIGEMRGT
* hit, by the source's call; ? = inconclusive; · = no result given. Some of the compounds tested (hit frequency here may not be typical).

Compound | M. tuberculosis GlmU | RmlCD inh 1536
CCOC(=O)C1=C(C)OC(N)=C(C(=O)OC)C12C(=O)Nc1ccc(Br)cc12 (centres undefined) | -0.6% | 0.8
CCc1cc(-c2[nH]ncc2-c2nc3ccccc3n2C)c(O)cc1O | -5.4% | 12.3
Cc1cc(C)nc(NCC(O)CNc2ccccc2Cl)n1 (centres undefined) | -0.4% | ·
CCOc1ccc(C(=O)Nc2cc(-c3nc4ccccc4[nH]3)ccc2C)cc1[N+](=O)[O-] | 0.7% | 12.3
NS(=O)(=O)c1ccc(CCNC(=O)CSc2nc3ccccc3c(=O)n2CCN2CCOCC2)cc1 | 0.9% | ?
CC(=O)NC(Cc1ccccc1F)C(=O)NC1CCN(c2ncccc2[N+](=O)[O-])CC1 (centres undefined) | 0.1% | 1.3
COC(=O)C1C(=O)CC(C)(O)C(C(=O)OC)C1c1ccc2c(c1)OCO2 (centres undefined) | -4.7% | -3.1
C=CCn1c(COc2cccc(C)c2)nnc1SCC(=O)c1c[nH]c2c(CC)cccc12 | 5.7% | -0.6
Cc1cccc(/C(N)=N/OC(=O)c2ccc(F)cc2)c1 | 1.8% | -5.8
CCOC(=O)c1nn(-c2ccccc2)c2nc(-c3ccc(OC)cc3)c(C#N)c(=O)n12 | -3.0% | 2.7
COc1ccccc1CN1C[C@@H]2C[C@@H](c3ccc(Cl)cc3)N3CCC[C@@]23C1=O | 6.4% | -12.2
CC1=CC(C)(C)N(C(=O)CNC2CCCC2)c2cc(C)ccc21 | -4.1% | -5.8
O=C(O)c1ccc(CN(c2ccccn2)S(=O)(=O)c2ccccc2)cc1 | -0.6% | 10.2
O=C(COC(=O)CNS(=O)(=O)c1ccccc1)NC12CC3CC(CC(C3)C1)C2 | -2.5% | -0.7
Cc1cc(C)cc(OCC(=O)OCC(=O)c2ccc3c(c2)NC(=O)CO3)c1 | -1.9% | ·
Cc1ccn2cc(-c3ccc(Br)cc3)nc2c1 | 6.1% | -6.8
CN(C(=O)c1ccncc1)c1nnc(-c2cccnc2)s1 | · | -1.9
COCCNC(=S)N1CCN(c2nc3ccccc3s2)CC1 | 9.6% | -8.2
O=c1c2cn[nH]c2[nH]c(=S)n1-c1cccc(Cl)c1 | -0.1% | 7.0
Cc1nnc(NC(=O)CCSc2ccccc2)s1 | -3.6% | -8.3
O=C(C1CCN(S(=O)(=O)N2CCOCC2)CC1)N1CCN(Cc2ccc3c(c2)OCO3)CC1 | -1.2% | ·
Cc1ccc(S(=O)(=O)NCC(c2cccnc2)N(C)C)cc1 (centres undefined) | 7.5% | -4.2
Cc1cc(=O)[nH]c(N/N=C/c2c(C)oc3ccccc23)n1 | -2.6% | 4.4
O=C(NCc1ccco1)C(=S)N1CCCC1 | 1.7% | -13.2
Cc1ccc(OCC(=O)Nc2ccc3c(c2)OCO3)c(C)c1 | 7.8% | ·
O=C(NC1CCCCCCC1)C1CCC(CNc2c(N3CCCC3)c(=O)c2=O)CC1 (centres undefined) | -2.9% | ·
Cc1ccc(CNC(=S)Nc2ccc(OC(F)F)cc2C)cc1 | -0.7% | 6.5
COc1ccc(C2=[N+]([O-])C(C)(C)C(c3ccccc3)=N2)cc1 | -5.6% | -10.7
Cc1cccc(N/C(N)=N/c2nc(C)cc(=O)[nH]2)c1 | -3.4% | ·
Cn1cc(Br)c(NC(=O)/C=C/C(=O)O)n1 | -3.1% | -11.8
CCN(CCn1cccn1)Cc1cn[nH]c1-c1ccc(-c2ccccc2)cc1 | -4.8% | ·
Cc1ccc(S(=O)(=O)NCC2CCC(C(=O)NCCCN3CCOCC3)CC2)cc1 (centres undefined) | 6.2% | 2.6
N#Cc1cccn1-c1nccs1 | 4.0% | -11.0
Cc1cc(C)c(C(=O)N2CCCC(C(=O)c3cc(F)ccc3F)C2)o1 (centres undefined) | -9.2% | -7.1
CN1/C(=C/c2cc[n+](C)c3ccccc23)C=Cc2ccccc21 | -2.7% | -5.8
CNc1oc(-c2cccc3ccccc23)nc1C#N | 0.3% | -43.4
CCNc1c([N+](=O)[O-])ncn1C | -2.2% | -8.3
O=C(NCC1CCCO1)c1c(O)c2c([nH]c1=O)CCCC2 (centres undefined) | 5.3% | 4.3
CCCOc1ccc(C(C)=O)cc1CSCCC#N | -0.6% | -0.9
O=S(=O)(NCCOc1ccc(F)cc1)c1ccc2c(c1)OCCO2 | -3.7% | 10.3
Cc1ccccc1CN1C(=O)Nc2ccccc2C(=O)N1C(C)(C)C | -1.4% | -8.9
CCN1C/C(=C\c2cccc([N+](=O)[O-])c2)C(=O)/C(=C/c2cccc([N+](=O)[O-])c2)C1 | 3.4% | -13.7
C=CCc1c(OC)ccc2ccc(=O)oc12 | -3.8% | -9.8
CCOc1ccc(NC(=O)CSc2nc3c(c(=O)n2-c2ccccc2OC)SCC3)cc1 | 0.9% | ·
O=C(CSc1ccc2nnc(-c3ccncc3)n2n1)N1CCc2ccccc21 | -0.5% | ·
CCOC(=O)N1CCN(C(=O)CSc2ccccc2)CC1 | · | 7.8
COc1ccc(C(C)=O)cc1COc1ncnc2ccccc12 | 0.5% | 22.0
O=C(c1ccco1)n1nc(-c2ccc(Cl)cc2)nc1NCc1ccco1 | -2.7% | 8.1
CC(C)(C)OC(=O)N1CCN(C(=O)OCC2c3ccccc3-c3ccccc32)CC1C(=O)O (centres undefined) | -4.3% | ·
CCOc1cc2c(cc1OC)C(NC(=O)C(F)(F)F)CC2=O (centres undefined) | -7.0% | ·
O=C(O)CCN1C(=O)c2ccc(NC(=O)CSc3ccccc3)cc2C1=O | -0.8% | -2.2
O=C(O)C1CCN(C(=O)NC2CCCCC2)CC1 | 4.0% | 4.1
CCc1nnc(NC(=O)c2cc(-c3ccncc3)nc3ccccc23)s1 | 4.6% | 9.7
COC(=O)C(CO)NC(=O)C(C)NC(=O)CNC(=O)OCc1ccccc1 (centres undefined) | 1.6% | 4.2
CCOC(=O)N1CCC(NC(=O)CCN2C(=O)COc3ccccc32)CC1 | 1.4% | ·
CNC(=O)c1nc(C)n(-c2cc(Cl)cc(Cl)c2)n1 | -0.4% | 4.3
CCOC(=O)Cc1csc(NC(=O)COc2ccc(N(C)S(=O)(=O)c3cccs3)cc2)n1 | -1.4% | ·
CN(CC(=O)Nc1ccccc1C(=O)N1CCCC1)S(=O)(=O)c1ccc(Br)cc1 | -10.7% | 34.6
O=C(CSc1nnc(-c2ccncc2)o1)N1CCCC1 | -4.8% | -2.4
CC(C)(C)CC(=O)NC(=S)Nc1ccccc1[N+](=O)[O-] | -5.2% | -9.8

(list continues)
Compound | M. tuberculosis GlmU | RmlCD inh 1536
CC(C)(C)C(=O)NC(=S)Nc1cccc(C(=O)O)c1 | 2.9% | ·
O=C(Oc1ccc(Cl)c2cccnc12)N1CCOCC1 | -0.2% | -10.3
CCC(C)Nc1nc(CN2CCOCC2)nc2sc3c(c12)CCC3 (centres undefined) | -0.9% | -9.8
O=C(Nc1ccc(Cn2cccn2)cc1)c1ccc(COc2cccc(Br)c2)cc1 | -2.7% | -4.9
CNc1nc(Nc2ccccc2)nc(OCC(F)(F)F)n1 | -2.0% | ·
CCOC(=O)CCc1nc2ccccc2[nH]c1=O | -3.4% | ·
CCCn1c(-c2ccc[nH]c2=O)nc2cc(C)c(C)cc21 | -1.5% | ·
CSc1ncccc1C(=O)OCC(=O)N(C)C1CCS(=O)(=O)C1 (centres undefined) | 12.7% | 10.8
CCCCCC(=O)Nc1ccc(Cc2ccncc2)cc1 | 0.9% | ·
Cc1ccnc(-n2c(C)cc(C=C3C(=O)N(C)C(=S)N(C)C3=O)c2C)c1 | 3.5% | -1.0
CN(C(=O)c1ccc(C#N)cc1)c1nnc(-c2ccccn2)s1 | -5.4% | ·
CC1CCN(Cc2ccc(NC(=O)CC3Oc4ccccc4NC3=O)cc2)CC1 (centres undefined) | -0.7% | -5.2
CCCCC(CC)CNC(=O)CCS(=O)(=O)c1cccc2nsnc12 (centres undefined) | 2.7% | 5.5
Cc1c(-c2ccc(Cl)cc2)[n+](=O)c(-c2ccccc2)cn1[O-] | -7.0% | ·
COc1ccc(C(=O)C2CCN(S(=O)(=O)c3ccc4c(c3)OCCO4)CC2)cc1 | 3.2% | 3.1

Record cards (already shown). Values in the order: M. tuberculosis GlmU, RmlCD inh 1536
Shown for Cc1c(-c2ccc(Cl)cc2)[n+](=O)c(-c2ccccc2)cn1[O-] → -7.0%, ·
Shown for CCC(C)Nc1nc(CN2CCOCC2)nc2sc3c(c12)CCC3 (centres undefined) → -0.9%, -9.8
Shown for O=C(Oc1ccc(Cl)c2cccnc12)N1CCOCC1 → -0.2%, -10.3

Further results:
Compound | M. tuberculosis GlmU | RmlCD inh 1536
Nc1ccn(-c2ccccc2)c(=O)c1 | -2.1% | ·
Cc1cc(C)c2nc(N3CCCC(C(=O)N4CCC(C(N)=O)CC4)C3)sc2c1 (centres undefined) | 0.9% | 3.0
CC(Oc1ccccc1)C(=O)OCC(=O)NC(=O)NCc1ccco1 (centres undefined) | 0.3% | ·
CC1=NNC(=O)c2ccccc2O1 | 0.4% | ·
CCCCCC/C(=N/O)c1ccccn1 | -4.3% | ·
CCOCCN(C(=O)c1ccccc1Cl)c1ccccc1 | 2.6% | 3.6
Cc1c(Cl)cccc1NC(=S)NCCN1CCOCC1 | 1.9% | -13.0
COc1ccc(CCN2C(=O)N(c3ccc(OC)cc3)C(=O)C2CC(=O)Nc2ccc(OC)cc2)cc1 (centres undefined) | -0.8% | -9.1
CCOCC(=O)Nc1c(C(=O)OCC)oc2ccccc12 | -0.8% | 7.0
O=C1c2ccccc2C(=O)N1CCCOc1ccccc1 | -2.7% | 104.8
Cc1cc(N/N=C/c2ccc(O)cc2O)nc(-c2ccccc2O)n1 | 6.8% | -13.5
Cn1c(SCC(=O)Nc2cccc(S(=O)(=O)NC3=NCCCCC3)c2)nnc1-c1ccncc1 | 0.5% | 2.0
CCCc1c(C(=O)Nc2ccc(F)cc2C)cnn1-c1ccccc1 | -2.3% | -6.4
c1coc(-c2nnc3sc(-c4cccs4)nn23)c1 | -0.7% | -6.5
CN(c1ccccc1)S(=O)(=O)c1cccc(NC(=O)CSc2nnc(N)s2)c1 | -3.0% | -0.9
O=C(CSc1nc2ccccc2o1)Nc1ccccc1N1CCOCC1 | -1.4% | ·
CCOCCCNC(=O)CCc1ccc(S(=O)(=O)Nc2ccc(C)cc2)cc1 | 3.0% | -10.1
CC1=NNC(=O)C1C(c1ccccc1)C(C#N)C#N (centres undefined) | 1.4% | ·
O=C1NC(=S)SC1=C1CCCCCC1 | -1.1% | -1.7
CCOC(=O)C1C(=O)NC2(C)CC1c1cc(OC)ccc1O2 (centres undefined) | 2.7% | ·
COc1ccc(/C=N/Nc2ccc([N+](=O)[O-])cc2)cc1Cn1cc([N+](=O)[O-])cn1 | -0.6% | -4.1
Clc1ccccc1-c1nc(-c2cccnc2)no1 | 2.0% | ·
O=C(Nc1nc2ccccc2[nH]1)C1CCCO1 (centres undefined) | 5.8% | 9.4
Cc1cnc(C(=O)Nc2ccc(S(=O)(=O)NCC(C)C)cc2)cn1 | -5.1% | -2.3
CCOc1ccccc1N1CCN(CC(=O)c2c(N)n(C)c(=O)n(C)c2=O)CC1 | 2.3% | 4.2
Cc1cccc(C)c1N1CCN(c2nc(N(C)C)oc(=O)c2C#N)CC1 | -2.2% | ·
Cc1cc(N2CCCC2)nc2ccccc12 | -5.2% | 5.8
COc1ccc(C2C(C#N)=C(N)Oc3n[nH]c(C)c32)cc1CSc1ccccn1 (centres undefined) | -0.5% | ·
CCCCNC(=O)CCn1c(=S)[nH]c2cc3c(cc2c1=O)OCO3 | -0.5% | ·
CCC1CCCCN1C1Sc2ccc(C(=O)OC)cc2NC1=O (centres undefined) | -1.7% | -1.1
COc1ccc(C(=O)OCC(=O)N(C)C2CCS(=O)(=O)C2)cc1S(=O)(=O)N1CCCc2ccccc21 (centres undefined) | 0.7% | -5.0
O=C1COc2ccc(C(=O)CSc3nnc(Cc4cccs4)n3-c3ccccc3)cc2N1 | 3.0% | -1.9
FC(F)(F)c1cc(Cl)c2nc(-c3ccccc3)cn2c1 | -4.4% | 11.7
CC(=O)Nc1cccc(/C(C)=N/NS(=O)(=O)c2ccccc2)c1 | -5.5% | -4.9
N/C(=N\OC(=O)c1cccc2ccccc12)c1ccncc1 | 1.0% | 36.6

Another view of four compounds above.
COc1ccc(C(=O)OCC(=O)N(C)C2CCS(=O)(=O)C2)cc1S(=O)(=O)N1CCCc2ccccc21 (centres undefined)
  M. tuberculosis GlmU = 0.7% | RmlCD inh 1536 = -5.0

O=C1COc2ccc(C(=O)CSc3nnc(Cc4cccs4)n3-c3ccccc3)cc2N1
  M. tuberculosis GlmU = 3.0% | RmlCD inh 1536 = -1.9

FC(F)(F)c1cc(Cl)c2nc(-c3ccccc3)cn2c1
  M. tuberculosis GlmU = -4.4% | RmlCD inh 1536 = 11.7

CC(=O)Nc1cccc(/C(C)=N/NS(=O)(=O)c2ccccc2)c1
  M. tuberculosis GlmU = -5.5% | RmlCD inh 1536 = -4.9

Bioassay records (PubChem BioAssay)
